# H9c2 TAG inh = inhibitors of triacylglycerol accumulation, primary screen, cell-based, uHTS, fluorescence, H9c2. H9c2 cells, Nile Red lipid (TAG) fluorescence; cells loaded with 200 µM oleic acid. hit rate 0.66% among 230,000. AID 651582, 2012. inhibition, % at 12.5 µM;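 active = pattern-corrected inhibition of lipid staining of at least 50% with the nuclear-stain viability signal not falling by more than 50%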;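 note: 0% = DMSO wells and 100% = triacsin C control wells; some results filed as inactive read as strong as hits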
# H9c2 TAG inh DAPI viability = also measured in H9c2 TAG inh; calls as there; DAPI nuclei signal change (viability), lower = more cytotoxic, %;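 whole-well DAPI fluorescence read on a plate reader as a viability signal; minus 50 percent equals half of cells still viable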
# * marks the source's active call; other numbers are inactive results; ! = repeats disagree.
SMILES,H9c2 TAG inh,H9c2 TAG inh DAPI viability
CC1Cc2ccccc2N1S(=O)(=O)c1cccc(C(=O)OCC(=O)N2CCOCC2)c1 (stereo not drawn),-19,5
COC(=O)C1CCN(C(=O)CN2C(=O)NC3(CCC(C)CC3)C2=O)CC1 (stereo not drawn),-5,6
CCOc1cccc(C(=O)NC(c2ccccc2)C(C)C)c1 (stereo not drawn),-5,-6
CCN1CC(C)(C)N(C(=O)c2ccccc2)CC1(C)C,15,-2
CSc1nccc(-c2cc(Cl)sc2Cl)n1,-7,3
CCCN(CCC(=O)Nc1cc(OC)cc(OC)c1)CC1CC1,7,8
O=C(O)c1ccccc1C(=O)c1ccc(Cl)cc1,15,-4
Cc1c(Nc2nc3ccccc3nc2NS(=O)(=O)c2cccs2)c(=O)n(-c2ccccc2)n1C,-22,14
O=Cc1cccn1Cc1ccccc1[N+](=O)[O-],-7,0
O=C1c2ccccc2C(=O)N1Cc1ccco1,3,-8
CS(=O)(=O)N(CC(=O)N1CCCCC1)c1cccc(F)c1,2,-9
CCOc1ccc(N2C(=O)Nc3ccccc3C2(O)C(=O)NCc2ccc(F)cc2)cc1 (stereo not drawn),13,23
COc1ccc(Cl)cc1C(=O)OCC(=O)Nc1sccc1C(N)=O,5,-1
CC(CNC1CCCCC1)OC(=O)c1ccc([N+](=O)[O-])cc1 (stereo not drawn),-5,-7
O=C(Nc1ccccc1)Nc1ccccc1C(=O)NCCCN1CCOCC1,0,-1
COc1cc(C(O)c2nc(-c3cccc(C#N)c3)cs2)ccc1F (stereo not drawn),-16,4
CCC1SC(CC)C(=O)N(CC(=O)NCc2ccc(F)cc2)C1=O (stereo not drawn),-22,-2
CCSc1nc(COC(=O)NC)c(COC(=O)NC)n1C,21,-6
CCOC(=O)C1=C(COC(=O)c2ccc(Br)o2)NC(=O)NC1C (stereo not drawn),5,-4
Cc1c(C)c2cccnc2c2ncccc12,7,-4
CNC(=O)COC(=O)CCC(=O)c1ccc(Cl)cc1,6,9
COc1cccc(CN(C)C(=O)c2ccc(S(=O)(=O)Nc3ccccc3C)cc2)c1OC,-18,8
CN(C)CCC=C1c2ccccc2C=Cc2ccccc21,24,-7
Cc1oc(C(C)(C)C)cc1C(=O)N1CCN(c2ccc(C(F)(F)F)cn2)CC1,-2,-6
CS(=O)(=O)N1CCc2cc(C(=O)Nc3cccc([N+](=O)[O-])c3)ccc21,9,-8
# Next part:
SMILES,H9c2 TAG inh,H9c2 TAG inh DAPI viability
COc1ccc(-c2cccc(NS(=O)(=O)c3cc([N+](=O)[O-])c(C)c([N+](=O)[O-])c3)c2)nn1,-3,4
CSc1ccc(-c2c(C#N)c(N)nc3c2CCCC3)cc1,5,9
COc1cc(CNc2ccc(N3CCN(C(C)=O)CC3)cc2)ccc1OCc1ccc(F)cc1,3,-8
O=C(O)CCC(=O)NCc1ccc2[nH]c3c(c2c1)CCCC3,-16,9
CN(C)/N=C/C=C1\CC/C(=C\c2ccc(Br)cc2)C1=O,-1,1
CCCCN1C(=O)C(CC(=O)NCCCCc2ccccc2)CC(C(=O)N(C)C)=C1C (stereo not drawn),-39,2
Cc1ccc(C2OCC3(CO2)COC(c2ccc(C)cc2)OC3)cc1 (stereo not drawn),9,7
COCCNC(=O)c1ccc(N2CC3CC(C2)c2cccc(=O)n2C3)c(NC(=O)c2ccccc2Br)c1 (stereo not drawn),-24,2
S=C(NCCc1ccccc1)N/N=C/c1cccc(Cl)c1Cl,10,-1
CC1(C)N=C(N)N=C(N)N1c1cccc(C#N)c1,9,-21
CC(=O)NCCC(=O)N(Cc1ccccc1)c1nc2c(C)cccc2s1,0,5
O=C(NC(=S)N1CCCC1)c1ccccc1Cl,13,1
COc1ccc(N2C(=O)C3CCCN3C2c2ccccc2)cc1 (stereo not drawn),1,0
CCCC[C@H]1COCCS(=O)(=O)N1Cc1cccc(F)c1,-8,-6
CCn1c(N2CCN(C(=S)Nc3ccc(OC)cc3)CC2)nc2ccccc21,4,6
COc1ccc(-n2c(SCC(=O)N/N=C/c3ccccc3OCC(=O)O)nc3ccccc3c2=O)cc1,9,-3
Cc1ccc(C(=O)Nc2ccc3c(c2)C(=O)NC3=O)cc1,-1,-10
[O-]c1c[n+](-c2ccccc2)no1,2,0
C/C(=N\NC(=O)Cn1ccc(C(F)(F)F)n1)c1ccco1,-16,6
CCOC(=O)c1ccc(NC(=O)c2nc[nH]c2C(=O)NCCNC(=O)c2[nH]cnc2C(=O)Nc2ccc(C(=O)OCC)cc2)cc1,135*,1.4*
CCOC(=O)C1CCCN(C(=O)c2ccncc2)CC1 (stereo not drawn),11,-3
Cc1c(C)n(O)c2ccc3nonc3c12,9,4
COc1ccc(NC(=O)CSc2nnc3ccc(-c4cccnc4)nn23)cc1OC,-1,10
N#Cc1ccc(CSc2ccc(S(=O)(=O)N3CCCC3)cn2)cc1,-6,-5
O=C(Nc1ccccc1N1CCCCC1)c1cnccn1,-13,14
# Following part.
SMILES,H9c2 TAG inh,H9c2 TAG inh DAPI viability
CN(C)CCCN1c2ccccc2Sc2ccc(Cl)cc21,50*!,-11*!
CCOc1ccc(NC(c2ccccc2)P(=O)(OC)OC)cc1 (stereo not drawn),-6,-1
O=C(CNC(=O)C12CC3CC(CC(C3)C1)C2)OCC(=O)N1CCCCC1,1,-7
NC(=O)c1ccsc1NC(=O)C1CCN(S(=O)(=O)c2cccs2)CC1,-6,4
Cc1onc(-c2ccccc2)c1NC(=O)N(CCC#N)Cc1cccs1,3,-3
CCC(=O)OCCn1c(=O)c2ccccc2c2ccccc2c1=O,8,13
O=C(Nc1ccccc1F)C(c1ccccc1)c1ccccc1,-30,11
COc1ccc(C(=O)N/N=C/c2ccc(OC)c(COc3c(F)c(F)cc(F)c3F)c2)cc1,13,3
COc1cc(C(N)=O)cc(Cl)c1OC,-11,7
O=C(NCCN1CCN(C(=O)c2ccc(F)cc2)CC1)c1ccc(F)cc1,13,-5
COc1ccc(OC)c(NC(=O)C2(C)CCN2C(=O)C(C)(C)c2ccccc2)c1 (stereo not drawn),19,-6
CCOC(=O)C1(NC(=O)C2(N3C(=O)c4ccccc4C3=O)CCCC2)CCCC1,-2,7
CCCn1c(=O)c(C(=O)Nc2cc(C)ccn2)c(O)c2ccccc21,-5,8
Cc1[nH]c2ccccc2c1C(=O)CSc1ncn[nH]1,-10,-4
N#CCCN1CCN(S(=O)(=O)c2ccc(S(=O)(=O)NCC3CCCO3)cc2)CC1 (stereo not drawn),3,6
CC1CCCC(NC(=O)c2cccc(N3CCCC3=O)c2)C1C (stereo not drawn),-12,-6
COc1ccc(NS(=O)(=O)c2cc3c4c(c2)CCN4C(=O)CC3)cc1OC,-11,1
O=C1[C@H]2[C@@H](c3ccc(C(F)(F)F)cc3)N[C@]3(CCCN(Cc4ccc(Br)cc4)C3=O)[C@H]2C(=O)N1Cc1ccccc1,25,-10
Cc1ccc2nc(SCC(=O)Nc3ccccc3N3CCOCC3)c(C#N)cc2c1,17,-21
CCCCn1c(SCC(=O)Nc2ccc(NC(C)=O)cc2)nc2ccccc2c1=O,-11,5
COCCNC(=O)c1ccccc1NC(=O)c1ccc(OC)c(OC)c1,-7,9
CCN(c1ccc(OC)cc1)c1ncnc2nc[nH]c12,8,-10
Cc1ccc(NC(=O)CN2CCCCCC2)cc1Br,-11,7
O=C(O)C1(Nc2ccccc2Cl)CCCC1,-11,17
COc1ccc(NC(=O)c2ccc(NC(=O)CN3CCC(C(N)=O)CC3)cc2)cc1,5,0
# (cont.)
SMILES,H9c2 TAG inh,H9c2 TAG inh DAPI viability
O=C(CN1CCC(n2nnc3ccccc32)CC1)NCc1cccs1,-40,13
O=C(O)CNc1nc(Cl)ccc1[N+](=O)[O-],-2,2
O=c1oc2ccccc2cc1-c1ccc(O)cc1,6,-9
CCCc1c(C(=O)N2CCN(c3ccccc3OC)CC2)cnn1-c1ccccc1,-4,2
C/C(=N\NC1=NCCN1)c1ccccc1,4,-2
Cc1cc2nnc(SCC(=O)N3CCOCC3)n2c2ccccc12,9,-7
COc1cccc(C(=O)Nc2ccc(NC(=O)C(C)C)nc2)c1,-4,14
CC(NCCO)C(=O)C12CC3CC(CC(C3)C1)C2 (stereo not drawn),22,-5
C/C=C(\C)CN1CCC(n2nccc2NC(=O)c2ccc(OC)cc2)CC1,14,-2
CC(=O)c1sc(NC(=O)CCN2C(=O)C3CC=CCC3C2=O)nc1-c1ccccc1 (stereo not drawn),2,-6
CCn1c(C)nc2cc(C(=O)NNC(=O)c3ccc(Cl)nc3)ccc21,-5,3
CC(C)(C)[C@H]1COC(=O)[C@@H](Cc2ccc(F)cc2)C/C=C\C[C@@H](CC(=O)N[C@H](CO)Cc2ccccc2)C(=O)N1,8,-3
COCCNC(=O)c1ccccc1NC(=O)Cc1ccccc1[N+](=O)[O-],-12,-5
COc1cccc(CNC(=O)C2(C)CCCCN2C)c1 (stereo not drawn),1,1
O=C1c2cccnc2C(=O)N1Cc1cccs1,5,2
Cc1ccc(C(C)C)cc1OCCn1cncn1,1,2
COc1ccc(OCC(=O)Nc2ccccc2-c2ccccc2)cc1,-7,-10
Cc1nn2c(NCCCN(C)C)c3c(nc2c1-c1ccccc1)CCCC3,44,-10
CC(=O)c1cccc(NC(=O)COC(=O)CCNS(=O)(=O)c2ccccc2)c1,1,6
CCOC(=O)C1=C(N)Oc2c(oc(CO)cc2=O)C1c1c(F)cccc1Cl (stereo not drawn),4,-9
C#CCOCCOCCOCCNc1nc(N2CCN(C(=O)[C@H](CCC(=O)O)n3cc(CN)nn3)CC2)nc(N2CCN(C(=O)[C@H](CCCN=C(N)N)n3cc(C(N)[C@@H](C)CC)nn3)CC2)n1 (stereo partly drawn),-4,4
CC1Oc2ccccc2C=C1C1/C(=C(/O)c2ccccc2)C(=O)C(=O)N1CCCN(C)C (stereo not drawn),-5,7
CCOC(=O)c1c(C)[nH]c(C(=O)NNC(=O)c2ccc(Br)cc2)c1C,-30,2
Cc1ccc(S(=O)(=O)NCC2CCC(C(=O)NCc3cccs3)CC2)cc1 (stereo not drawn),1,-14
O=C(C1CCN(S(=O)(=O)c2cccc3nsnc23)CC1)N1CC=C(c2ccccc2)CC1,15,-7
# (next part)
SMILES,H9c2 TAG inh,H9c2 TAG inh DAPI viability
CCC(=O)N1c2ccc(S(=O)(=O)CCC(=O)N3CCn4c3nc3ccccc34)cc2CC1C (stereo not drawn),-23,-4
O=C(Nc1ccc2c(c1)CCC2)c1cc(S(=O)(=O)N2CCN(c3ccccc3)CC2)ccc1Cl,10,14
COc1ccc(O)c(C(=O)c2cnn(C(=O)c3cccc(N(C)C)c3)c2)c1,10,-1
Cn1ncc(-c2ccno2)c1C(=O)O,-5,-4
CS(=O)(=O)N(CC(=O)N1CCN(C(c2ccccc2)c2ccccc2)CC1)C1CCCCC1,13,5
CC1CN(S(=O)(=O)c2cccc(-c3csc(-c4ccccc4)n3)c2)CC(C)O1 (stereo not drawn),-5,7
CC(C)(C)c1ccc(C(=O)N/C(=C\c2cccc([N+](=O)[O-])c2)C(=O)Nc2cccc(C(=O)O)c2)cc1,10,-7
C[C@]12CC[C@@H]3c4ccc(OC(=O)c5ccccc5)cc4CC[C@H]3[C@@H]1CC[C@@H]2O,-6,0
CCC(Oc1ccccc1)C(=O)Nc1ncc([N+](=O)[O-])s1 (stereo not drawn),-1,1
O=C(CN1C(=O)NC2(CCCCC2)C1=O)NCCc1ccccc1,9,4
O=C(C1=C[C@@H](c2ccccc2)C[C@@H](OCCCCO)O1)N1CCN(Cc2ccc3c(c2)OCO3)CC1,13,-2
CC(=NNC(=S)N1CCCCCC1)c1ccccn1,19,11
CC1=CC2C(C3C=CC2(C)C(=O)C3(C)O)C(C)(O)C1=O (stereo not drawn),-8,-6
CC1CC(C)CN(C(=O)COC(=O)c2nccnc2N)C1 (stereo not drawn),-5,8
C=CCN1N=C(c2ccc(NC(=O)c3ccccc3)cc2)CSC1=O,1,-3
CN(C(=O)COC(=O)c1cc2ccccc2cc1O)C1CCCCC1,1,7
Cc1nn(-c2ccccc2)c(C)c1C(=O)OCC(=O)Nc1ccccc1Cl,-3,0
Cc1ccc(OCc2cc(C(=O)N(CCO)Cc3cccs3)no2)cc1C,-7,0
COc1cc(C2SCCS2)cc(Br)c1Oc1ncccc1[N+](=O)[O-],-30,16
COc1cccc(OCCOc2ccccc2OC(C)C)c1,-8,-1
CCN(CC)c1ncnc2c1sc1nc(C)cc(C)c12,-12,1

# Assay outcomes from PubChem.

# This is a subset; rates above refer to the full screens.
